Compound activity (PubChem BioAssay)
TDP2 inh – human TDP2 enzyme inhibitors, primary screen, biochemical, epi absorbance, recombinant enzyme; T5PNP hydrolysis, p-nitrophenol absorbance 415 nm; 370,000 tested, 0.34% active; Tyrosyl-DNA phosphodiesterase 2 (Homo sapiens), O95551; inhibition, % at 12.8 µM;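 active = inhibition above the mean of all tested compounds plus 3 SD, set per campaign, cut at about 25% in these data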;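 also: 0% = DMSO with enzyme and 100% = buffer with substrate but no TDP2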
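test system = human TDP2 enzyme | input = TDP2 enzyme at 120 nM final | medium = 50 mM Tris-HCl pH 7.5 with Mg2+, KCl, DTT, BSA | also added = T5PNP substrate, 5 mM | times = 2 h at 37 °C | technique = epi absorbance | benchmarks = high control without enzyme, low control DMSO plus TDP2 | replication = each compound tested once, singlicate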
SIAE inh – human SIAE inhibitors, primary screen, biochemical, fluorescence polarization, FP-Rh probe, 1536-well HTS | inhibition, % at 9.66 µM | 370,000 tested, 0.69% active | SIAE FP-Rh probe binding | Sialate O-acetylesterase (Homo sapiens), Q9HAT2 | AID 1053197, 2014;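 active = inhibition above a cutoff: mean of compounds within the control limits plus 3 SD of those, cut at about 17% in these data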;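 also: 0% = plate median of compound wells and 100% = probe without SIAE protein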
UHRF1 binding – UHRF1 methylated DNA binding inhibitors, primary screen, counter-screen for MBD2 inhibitor project, biochemical, TR-FRET, human UHRF1, single concentration. AID 687016, 2013. 370,000 tested, 0.75% active. UHRF1 binding to methylated oligo. inhibition, % at 4.4 µM. E3 ubiquitin-protein ligase UHRF1 (Homo sapiens), Q96T88; in the data active = inhibition above about 21%;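 also: UHRF1 SRA domain binding a hemimethylated CpG hairpin DNA probe; 0% = median of test compound wells and 100% = reference inhibitor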
mABHD4 FP – ABHD4 inhibitors, primary screen, biochemical, fluorescence polarization, mouse | (Lyso)-N-acylphosphatidylethanolamine lipase (Mus musculus), Q8VD66 | purified mABHD4, FP-Rh probe fluorescence polarization | inhibition, % at 8.92 µM | 370,000 tested, 0.54% active | AID 720543, 2013;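 active = inhibition exceeding the mean over every tested compound plus 3 SD, cut at about 30% in these data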;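 also: 0% = plate median of compound wells and 100% = S159A mutant with DMSO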
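System: mouse ABHD4 enzyme, wild type / Medium: HEPES pH 7.0, NaCl, Pluronic buffer / Reagent: FP-Rh activity-based fluorescent probe / Control set: S159A mutant high control, sample median low control / Detection: fluorescence polarization with parallel and perpendicular emission, 525/598 nm / Schedule: 45 min + 60 min at 25 °C / Compound dosing: 8.92 µM, single dose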
DDE Tn7 FP inh – inhibitors of Tn7 peptide binding to fibrin DD(E), primary screen, biochemical, fluorescence polarization, human fibrin, Tn7 probe. Fibrinogen beta chain (Homo sapiens), P02675. FP displacement of FITC-Tn7 peptide from fibrin DD(E); 0% = median of compound wells per plate. inhibition, % at 8.3 µM. 370,000 tested, 0.13% active. AID 720508, 2013;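 active = inhibition above the mean of compounds falling within the control limits plus 3 SD of them, cut at about 14% in these data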;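 also: 0% = plate median of compound wells and 100% = 10 µM Aha-Tn7 peptide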
Target sequence (P02675 whole entry, looked up): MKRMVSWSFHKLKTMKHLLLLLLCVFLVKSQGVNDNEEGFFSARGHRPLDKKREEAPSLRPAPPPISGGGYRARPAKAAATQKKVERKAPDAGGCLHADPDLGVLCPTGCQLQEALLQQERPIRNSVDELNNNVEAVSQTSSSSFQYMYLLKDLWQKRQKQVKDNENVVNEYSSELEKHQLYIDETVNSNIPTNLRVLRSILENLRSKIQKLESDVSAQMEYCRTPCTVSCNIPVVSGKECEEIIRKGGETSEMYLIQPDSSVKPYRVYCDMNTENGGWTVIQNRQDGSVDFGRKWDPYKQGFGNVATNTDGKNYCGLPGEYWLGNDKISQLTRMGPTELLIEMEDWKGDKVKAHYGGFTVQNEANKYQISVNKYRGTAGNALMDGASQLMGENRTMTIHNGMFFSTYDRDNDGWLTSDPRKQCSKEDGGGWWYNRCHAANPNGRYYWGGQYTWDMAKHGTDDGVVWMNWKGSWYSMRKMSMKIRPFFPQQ
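Assay system: Human fibrin DD(E) protein | Medium: Tris buffer with calcium and detergent, pH 7.8 | Reagent: 0.1 µM fluorescent Tn7 | Compound dosing: Single point at 8.3 µM | Times: 10 min preincubation, 3 h with tracer, room temperature | Detection: Fluorescence polarization of the labelled Tn7 tracer | Controls: Aha-Tn7 high control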
PRMT1 FP inh – PRMT1 methyltransferase inhibitors, primary screen, biochemical, fluorescence polarization. Protein arginine N-methyltransferase 1 (Homo sapiens), Q99873. recombinant PRMT1, activity-based probe fluorescence polarization. inhibition, % at 2.79 µM. 370,000 tested, 1.3% active. AID 652257, 2013;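 active = inhibition above about 21% made by adding two undisclosed values, limit read from the data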
Target sequence (Q99873 whole entry, looked up): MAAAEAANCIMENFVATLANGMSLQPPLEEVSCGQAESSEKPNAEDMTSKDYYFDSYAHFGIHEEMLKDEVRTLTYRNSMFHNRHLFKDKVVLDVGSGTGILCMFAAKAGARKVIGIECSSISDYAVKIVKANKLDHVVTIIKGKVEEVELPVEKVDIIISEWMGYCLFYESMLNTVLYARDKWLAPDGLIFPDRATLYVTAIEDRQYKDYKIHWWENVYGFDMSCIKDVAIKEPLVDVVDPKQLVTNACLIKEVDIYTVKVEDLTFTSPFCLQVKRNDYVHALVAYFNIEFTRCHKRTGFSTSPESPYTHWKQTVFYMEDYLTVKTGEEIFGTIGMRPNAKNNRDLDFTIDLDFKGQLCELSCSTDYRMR
HTRA1 inh – HTRA1 serine protease inhibitors, primary screen, biochemical, fluorescence polarization, HTS; recombinant HTRA1, FP-rhodamine activity-based probe; inhibition, % at 5.96 µM; 340,000 tested, 0.5% active; AID 504803, 2011; in the data active = inhibition above about 36%;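 also: 0% = enzyme with DMSO and 100% = wells lacking enzyme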
TCR-CD3 inh – inhibitors of human TCR-CD3 interaction, primary screen, biochemical, fluorescence, TAMRA-labeled TCR probe; T-cell receptor (TCR); inhibition, % at 9.4 µM; 360,000 tested, 0.37% active; AID 651800, 2012; in the data active = inhibition above about 19%;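 also: recombinant mutant TCR 2C K166C tagged with TAMRA read by polarization; 0% = receptor in buffer alone and 100% = receptor with positive control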
PG9 binder – binders of HIV-1 gp120 antibody PG9, primary screen, biochemical, TR-FRET; HIV-1 gp120 / PG9 antibody interaction; TR-FRET gp120-PG9 antibody binding; inhibition, % at 6.7 µM; 360,000 tested, 0.43% active; AID 624416, 2012; in the data active = inhibition above about 8.5%
LEDGF integ inh – blockers of LEDGF/p75-dependent integrase strand transfer – biochemical, TR-FRET, high throughput, primary screen; HIV-1 integrase (with human LEDGF/p75); TR-FRET IN-LEDGF/p75 DNA integration, Eu/Cy5; inhibition, % at 3.7 µM; 370,000 tested, 0.64% active;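 active = inhibition above the screen-wide mean plus 3 SD, cut at about 13% in these data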;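 also: signal is the Cy5 over europium emission ratio at 671 and 618 nm; 0% = plate median of compound wells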
An asterisk follows results filed as active.

How did COc1ccccc1CNC(=O)CCc1nc2ccccc2c(=O)[nH]1 do in these assays?
TDP2 inh: 4.3; SIAE inh: -3.2; UHRF1 binding: -3.1; mABHD4 FP: -1.9; DDE Tn7 FP inh: -10.8; PRMT1 FP inh: -3.2; HTRA1 inh: -1.6; TCR-CD3 inh: 4.9; PG9 binder: 0.7; LEDGF integ inh: 0.6

How did CCNC(=O)c1cccc(NC(=O)c2cc(C3CC3)nc3c2cnn3C(C)C)c1 do in these assays?
TDP2 inh: -6.6; SIAE inh: -23.1; UHRF1 binding: 0.9; mABHD4 FP: -16.0; DDE Tn7 FP inh: -0.8; PRMT1 FP inh: -0.6; HTRA1 inh: -34.2; TCR-CD3 inh: 4.4; PG9 binder: -3.2; LEDGF integ inh: 4.6

What do the screens show for `Cc1ccc(C[n+]2cc(-c3ccc(Cl)cc3)n3c2CCC3)cc1`?
TDP2 inh: 1.8; SIAE inh: 2.6; UHRF1 binding: -0.2; mABHD4 FP: -2.6; DDE Tn7 FP inh: 1.6; PRMT1 FP inh: 0.7; TCR-CD3 inh: -0.7; PG9 binder: -3.9; LEDGF integ inh: -0.8

What do the screens show for `CC(C)(C)OC(=O)NCCc1ccccc1/C=C/S(=O)(=O)NC1CCCC1`?
TDP2 inh: -2.7; SIAE inh: -0.4; UHRF1 binding: 3.6; mABHD4 FP: 4.6; DDE Tn7 FP inh: -4.8; PRMT1 FP inh: 4.8; LEDGF integ inh: -1.3

What do the screens show for `CCOC(=O)c1c(NC(=O)COC(=O)Cc2n[nH]c(=O)c3ccccc23)sc(C(=O)N(C)C)c1C`?
TDP2 inh: 8.6; SIAE inh: -12.3; UHRF1 binding: -0.6; mABHD4 FP: -0.6; DDE Tn7 FP inh: -0.3; PRMT1 FP inh: -3.0; HTRA1 inh: -4.9; TCR-CD3 inh: 3.5; PG9 binder: -0.5; LEDGF integ inh: 5.3

What do the screens show for `O=C1CCN(Cc2ccccc2)CCN1CCSc1ccccc1`?
TDP2 inh: -6.8; SIAE inh: 2.5; UHRF1 binding: -2.5; mABHD4 FP: 0.8; DDE Tn7 FP inh: 2.7; PRMT1 FP inh: -2.7; HTRA1 inh: -3.6; TCR-CD3 inh: 9.2; PG9 binder: 0.2; LEDGF integ inh: -0.7

How did O=C(O)c1ccc(CSc2nnc(-c3cccnc3)n2-c2ccc(Br)cc2)cc1 do in these assays?
TDP2 inh: -4.2; SIAE inh: 7.1; UHRF1 binding: 2.3; mABHD4 FP: -13.4; DDE Tn7 FP inh: -3.2; PRMT1 FP inh: -2.4; HTRA1 inh: -2.7; TCR-CD3 inh: 7.5; PG9 binder: -0.6; LEDGF integ inh: 2.9

How did CN(C)C(=O)c1ccc(N=Nc2c(O)c3ccccc3[nH]c2=O)cc1 do in these assays?
TDP2 inh: -0.8; SIAE inh: -4.2; UHRF1 binding: -15.2; mABHD4 FP: 5.3; DDE Tn7 FP inh: -6.0; PRMT1 FP inh: 0.8; HTRA1 inh: -11.1; TCR-CD3 inh: 7.0; PG9 binder: -11.3; LEDGF integ inh: 5.8

Results for COc1ccc(NC(=O)C(NC(C)=O)C(=O)Nc2ccc(F)cc2)cc1 (centres undefined) ?
TDP2 inh: -13.9; SIAE inh: 10.2; UHRF1 binding: 0.3; mABHD4 FP: 3.4; DDE Tn7 FP inh: 3.3; PRMT1 FP inh: -4.3; HTRA1 inh: -8.2; TCR-CD3 inh: -0.1; PG9 binder: -0.3; LEDGF integ inh: -0.6

How did C=CCC(CC)C(=O)NC(=O)N1CCCc2ccccc21 (centres undefined) do in these assays?
TDP2 inh: 18.0; SIAE inh: -7.4; UHRF1 binding: -2.0; mABHD4 FP: -4.5; DDE Tn7 FP inh: 2.4; PRMT1 FP inh: 1.6; HTRA1 inh: 5.1; TCR-CD3 inh: 0.7; PG9 binder: 1.8; LEDGF integ inh: 1.8

What do the screens show for `CCOc1ccccc1NC1=C(Cl)C(=O)N(Cc2ccccc2)C1=O`?
TDP2 inh: -4.3; SIAE inh: 0.8; UHRF1 binding: 0.8; mABHD4 FP: -4.9; DDE Tn7 FP inh: -0.5; PRMT1 FP inh: 2.1; HTRA1 inh: -20.4; TCR-CD3 inh: -5.0; PG9 binder: -0.4; LEDGF integ inh: 0.9

How did CN(C)C(=O)c1c([N+](=O)[O-])ncn1C do in these assays?
TDP2 inh: 5.8; SIAE inh: -4.1; UHRF1 binding: 1.9; mABHD4 FP: -0.7; DDE Tn7 FP inh: -2.2; PRMT1 FP inh: 2.1; HTRA1 inh: -4.7; TCR-CD3 inh: 0.7; PG9 binder: -0.8; LEDGF integ inh: -1.3

What do the screens show for `CN(C(=O)CC1C(=O)NCCN1Cc1ccccc1F)C1CCOCC1` (centres undefined)?
TDP2 inh: 2.3; SIAE inh: 2.2; UHRF1 binding: -1.7; mABHD4 FP: 1.1; DDE Tn7 FP inh: -7.4; PRMT1 FP inh: 1.8; HTRA1 inh: 7.1; TCR-CD3 inh: 0.8; PG9 binder: -2.5; LEDGF integ inh: 5.5

Results for COc1cc(CN2CCCN(C)CC2)cc([N+](=O)[O-])c1O ?
TDP2 inh: 18.1; SIAE inh: 2.3; UHRF1 binding: -2.4; mABHD4 FP: 20.2; DDE Tn7 FP inh: -1.7; PRMT1 FP inh: -0.6; HTRA1 inh: 7.8; TCR-CD3 inh: 0.9; PG9 binder: -2.7; LEDGF integ inh: 1.3

How did CCCS(=O)(=O)N1CCCC(C(=O)NCCN(CC)c2ccccc2)C1 (centres undefined) do in these assays?
TDP2 inh: 1.0; SIAE inh: 10.1; UHRF1 binding: 3.2; mABHD4 FP: -1.8; DDE Tn7 FP inh: 3.5; PRMT1 FP inh: 2.1; HTRA1 inh: 4.4; TCR-CD3 inh: -5.5; PG9 binder: 0.3; LEDGF integ inh: 3.0

How did Cc1cccc(C)c1NC(=O)CN(C1CCCCC1)S(C)(=O)=O do in these assays?
TDP2 inh: 1.2; SIAE inh: 0.3; UHRF1 binding: 27.9*; mABHD4 FP: 1.5; DDE Tn7 FP inh: 3.5; PRMT1 FP inh: -3.3; HTRA1 inh: 1.7; TCR-CD3 inh: 6.0; PG9 binder: -3.5; LEDGF integ inh: -0.1

Results for O=C(c1ccc([N+](=O)[O-])o1)N1CCCCCC1 ?
TDP2 inh: 0.3; SIAE inh: 5.9; UHRF1 binding: -1.9; mABHD4 FP: -0.3; DDE Tn7 FP inh: -3.2; PRMT1 FP inh: -1.5; HTRA1 inh: 0.9; TCR-CD3 inh: 9.8; PG9 binder: -2.0; LEDGF integ inh: 0.5

What do the screens show for `CCCCOc1ccc(C(=O)NN2CCOCC2)cc1`?
TDP2 inh: 0.0; SIAE inh: -5.2; UHRF1 binding: -2.2; mABHD4 FP: -2.7; DDE Tn7 FP inh: 2.5; PRMT1 FP inh: -3.8; HTRA1 inh: 4.5; TCR-CD3 inh: 1.3; PG9 binder: -2.5; LEDGF integ inh: -1.9

How did COCC(C)n1c(C)cc(C(=O)COC(=O)c2ccc3ncsc3c2)c1C (centres undefined) do in these assays?
TDP2 inh: -9.8; SIAE inh: -1.5; UHRF1 binding: 0.3; mABHD4 FP: -5.5; DDE Tn7 FP inh: -6.0; PRMT1 FP inh: 12.0; HTRA1 inh: -16.7; TCR-CD3 inh: 0.0; PG9 binder: -2.3; LEDGF integ inh: 2.9

How did CCOC(=O)N1CCN(S(=O)(=O)c2ccc3c(c2)CCN3C(=O)C2CC2)CC1 do in these assays?
TDP2 inh: 7.1; SIAE inh: 2.3; UHRF1 binding: 9.2; mABHD4 FP: -0.2; DDE Tn7 FP inh: 0.8; PRMT1 FP inh: -0.4; HTRA1 inh: 1.1; TCR-CD3 inh: 5.4; PG9 binder: -1.3; LEDGF integ inh: 1.0

Results for CCOc1ccc(S(=O)(=O)N2CCC(C(=O)N3CCCC3)CC2)cc1C ?
TDP2 inh: -0.9; SIAE inh: 5.0; UHRF1 binding: 6.0; mABHD4 FP: -11.6; DDE Tn7 FP inh: 6.4; PRMT1 FP inh: 8.2; HTRA1 inh: -2.3; TCR-CD3 inh: -3.0; PG9 binder: -0.1; LEDGF integ inh: -3.2

What do the screens show for `O=C(CNC(=O)c1ccccc1)OC(C(=O)Nc1cc(C(F)(F)F)ccc1Cl)c1ccccc1` (centres undefined)?
TDP2 inh: -4.0; SIAE inh: 4.8; UHRF1 binding: -1.5; mABHD4 FP: -26.1; DDE Tn7 FP inh: -3.9; PRMT1 FP inh: -0.5; HTRA1 inh: -19.2; TCR-CD3 inh: 13.2; PG9 binder: -1.1; LEDGF integ inh: -2.1

What do the screens show for `CCc1nnc(NC(=O)CSc2nnc(C3CC3)n2C)s1`?
TDP2 inh: -11.7; SIAE inh: -7.3; UHRF1 binding: -11.2; mABHD4 FP: 6.1; DDE Tn7 FP inh: 4.5; PRMT1 FP inh: 2.4; HTRA1 inh: 6.0; TCR-CD3 inh: 3.4; PG9 binder: -2.5; LEDGF integ inh: 0.3

How did COc1cccc(NC(=O)Nc2cccn(Cc3ccccc3)c2=O)c1 do in these assays?
TDP2 inh: 1.9; SIAE inh: -2.1; UHRF1 binding: -2.2; mABHD4 FP: -1.4; DDE Tn7 FP inh: -4.6; PRMT1 FP inh: 0.6; HTRA1 inh: -29.2; TCR-CD3 inh: 0.3; PG9 binder: 0.6; LEDGF integ inh: 1.2

What do the screens show for `COc1ccc(CCNC(=O)COc2ccc(-c3ccc(C)cc3)cc2)cc1OC`?
TDP2 inh: -1.6; SIAE inh: -8.1; UHRF1 binding: 4.4; mABHD4 FP: 0.5; DDE Tn7 FP inh: 1.5; PRMT1 FP inh: 0.2; HTRA1 inh: -12.1; TCR-CD3 inh: -6.0; PG9 binder: 2.5; LEDGF integ inh: -2.6
